APE1 inh: APE1 (human) endonuclease inhibition; P27695; recombinant APE1, TAMRA/BHQ-2 abasic DNA cleavage fluorescence; Potency, µM (titrated, usually from 65.8 µM), for inactives: at the top dose activity change, negative = inhibition, usual class: inhibitors; actives 0.35% (n = 350,000); AID 2517;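 note: potency is the fitted concentration of half-maximal effect; plate controls were vehicle for no effect and reference inhibitor for full effect; nearly all actives have a fitted effect of over 55% in size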
Target sequence (P27695 whole entry, looked up): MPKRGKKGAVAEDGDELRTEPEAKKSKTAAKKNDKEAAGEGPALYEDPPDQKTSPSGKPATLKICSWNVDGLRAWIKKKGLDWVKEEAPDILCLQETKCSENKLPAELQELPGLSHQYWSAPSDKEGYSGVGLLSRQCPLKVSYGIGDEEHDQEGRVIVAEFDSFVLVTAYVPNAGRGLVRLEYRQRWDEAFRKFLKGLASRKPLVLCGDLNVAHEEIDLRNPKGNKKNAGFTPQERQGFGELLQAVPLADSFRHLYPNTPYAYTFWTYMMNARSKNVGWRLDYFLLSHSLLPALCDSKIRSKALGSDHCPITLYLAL
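Measures dequenching upon AP-site incision of a 5'-TAMRA/3'-BHQ-2 THF-containing duplex, 50 nM; human APE1 0.75 nM after 15 min room-temperature exposure to compound; kinetic three-point read at one-minute spacing.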
ERG-DNA inh: ERG Ets/DNA interaction inhibition; actives 0.028% (n = 370,000); P11308; fluorescence polarization, His-ERG Ets domain / labelled DNA; Potency, µM (highest dose often 76.9 µM), without a hit: top-dose FP activity, negative = inhibition, actives largely listed as inhibitors; active = well fitted inhibition curve with a large enough effect in the polarisation, with a control signal flat; inconclusive = small, poorly fitted or top-dose-only effect, or effect the other way, or a change in a side signal; inactive = no such curve, though single readings can be large or run the other way; the % refers to the polarisation;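 note: polarization taken with two DNA probes labelled with fluorescein and Texas red; potency is the fitted concentration of half-maximal effect; % of control where 0% means no effect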
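His-tagged ERG Ets domain (1 uM in the protein solution; 300mM KCl, 50mM Tris-HCl, 1mM EDTA, 1mM DTT, pH 7.5) received compound, then a probe mix of 5 nM fluorescein-DNA and 100nM Texas-615-DNA. Fluorescence polarization was read for both dyes.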
TRHR ag: TRH receptor (human) agonism | TRHR cells, calcium flux fluo-8, FDSS agonist mode | P34981 | activation, % at 2 µM | actives 0.18% (n = 360,000) | AID 493084; in the data active = activation above about 30%; note: 0% is about no effect
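Steps: seed TRHR cells overnight; add fluo-8 no-wash Ca dye, RT 30 min–1.5 h; record 10 s baseline; pin-transfer compounds; monitor fluorescence 1 cycle/s for the agonist window. Calcium increases flag candidate agonists.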
BLM helicase inh: Bloom syndrome helicase (human) inhibition | P54132 | actives 0.2% (n = 350,000) | Potency, µM (doses to about 56.1 µM), without a hit: at the top dose activity change, negative = inhibition, actives largely listed as inhibitors | recombinant BLM DNA unwinding, fluorescence dequenching | AID 2528;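 note: potency is the fitted concentration of half-maximal effect; plate controls were vehicle for no effect and no enzyme for full effect; nearly all actives have a fitted effect of over 35% in size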
POLI inh: DNA polymerase iota (human) inhibition; actives 1% (n = 390,000); AID 588590; Q9UNA4; Pol iota fluorescent replication assay, 10 min; Potency, µM (series often up to 115 µM), inactives show at the highest dose activity, negative = inhibition, usual class: inhibitors; note: potency is the fitted concentration of half-maximal effect
Target sequence (Q9UNA4 whole entry, looked up): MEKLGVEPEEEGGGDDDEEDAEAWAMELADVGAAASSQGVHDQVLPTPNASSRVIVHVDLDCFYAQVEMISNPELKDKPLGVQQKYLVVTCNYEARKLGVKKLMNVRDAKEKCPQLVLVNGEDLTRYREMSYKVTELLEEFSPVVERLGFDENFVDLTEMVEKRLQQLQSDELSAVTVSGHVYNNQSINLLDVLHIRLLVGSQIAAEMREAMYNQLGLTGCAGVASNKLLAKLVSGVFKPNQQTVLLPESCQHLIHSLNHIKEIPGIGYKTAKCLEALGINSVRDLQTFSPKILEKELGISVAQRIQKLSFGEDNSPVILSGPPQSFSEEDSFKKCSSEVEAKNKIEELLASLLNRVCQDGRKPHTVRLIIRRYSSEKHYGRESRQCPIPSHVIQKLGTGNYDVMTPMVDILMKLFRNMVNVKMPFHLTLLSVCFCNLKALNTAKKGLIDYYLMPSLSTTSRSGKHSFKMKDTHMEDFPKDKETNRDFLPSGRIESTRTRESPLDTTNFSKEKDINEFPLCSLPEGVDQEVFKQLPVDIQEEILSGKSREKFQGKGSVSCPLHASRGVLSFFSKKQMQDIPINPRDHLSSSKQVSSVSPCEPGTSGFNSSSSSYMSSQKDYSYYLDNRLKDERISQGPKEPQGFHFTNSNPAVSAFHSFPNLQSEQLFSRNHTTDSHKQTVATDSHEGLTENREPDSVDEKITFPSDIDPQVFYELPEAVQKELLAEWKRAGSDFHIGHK
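Fluorescent replication assay read twice, at 0 min and 10 min after adding 50 nM (final) substrate. Enzyme (10 nM) and compounds were first incubated 15 min at room temperature; enzyme-free buffer wells were negative controls.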
12-LOX inh: ALOX12 (human) lipoxygenase inhibition; P18054; purified 12hLO, xylenol orange hydroperoxide absorbance; Potency, µM (titrated, usually from 108 µM), for inactives: at the top dose activity change, negative = inhibition, usual class: inhibitors; actives 1.1% (n = 580,000); note: potency is the fitted concentration of half-maximal effect; % is set by controls: 0 for no effect and ±100 for the full control effect
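Purified human 12hLO (150 nM final) in 25 mM Hepes, 0.01% Triton X-100, pH 7.0 was preincubated 15 min at room temperature with compound. Then 40 uM arachidonic acid was added, 30 min. Hydroperoxide was read by Fe-XO absorbance ratio 573/405 nm.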
POLB inh: blocks human DNA polymerase beta activity | AID 485314 | Pol beta primer extension/strand displacement, fluorescence kinetic | P06746 | actives 1.3% (n = 340,000) | Potency, µM (doses to about 114 µM), for inactives: at the top dose activity change, negative = inhibition, actives largely listed as inhibitors; note: potency is the fitted concentration of half-maximal effect; % is set by controls: 0 for no effect and ±100 for the full control effect
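Kinetic readout of DNA synthesis with strand displacement by Pol beta. Compound and 10 nM enzyme sit 15 min at room temperature; 50 nM substrate starts the reaction, read immediately and at 10 min.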
Pol kappa inh: DNA polymerase kappa (human) inhibition; Q9UBT6; Potency, µM (top dose mostly 107 µM), without a hit: at the top dose activity, negative = inhibition, most hits filed as inhibitors; purified Pol kappa, fluorescent DNA synthesis assay, 10 min; actives 0.53% (n = 400,000); note: potency is the fitted concentration of half-maximal effect; % is set by controls: 0 for no effect and ±100 for the full control effect
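Pol kappa 10 nM + cpd, 15 min RT; start w/ substrate 50 nM final; fluorescence kinetic read, 0 and 10 min. Neg ctrl: buffer, no enzyme.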
Anesthetic bind: candidate novel general anesthetic via apoferritin binding; apoferritin/1-aminoanthracene competitive binding, fluorescence; Potency, µM (doses to about 77.5 µM), inactives show at the top dose activity change, negative = displacement, usual class: inhibitors; actives 0.074% (n = 350,000); AID 485281; note: potency is the fitted concentration of half-maximal effect; % is set by controls: 0 for no effect and ±100 for the full control effect; nearly all actives have a fitted effect of over 20% in size
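In PBS, apoferritin at 10 uM is loaded with 1-AMA from a 50% saturated solution. After 10 min of compound exposure at ambient temperature, reduced 535 nm fluorescence indicates probe displacement.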
Starred values were filed as active, the others as inactive; [ ] = another dose, or the depositor's remark. Unless noted, calls come from the whole dose curve; as a rule, active = well fitted curve in the direction sought with a large enough effect; inconclusive = small, poorly fitted or top-dose-only effect, or another doubt; inactive = no such curve, though single readings can be large; an effect the other way counts as inactive or inconclusive. A portion of the library. The share of hits here may be higher or lower than overall.

CC1CCCC(NC(=O)Cn2cc(C(F)(F)F)cc(Cl)c2=O)C1C (configuration not stated) was read as APE1 inh 2%, ERG-DNA inh 7%, TRHR ag -2.1, POLI inh 16%, 12-LOX inh 180%[activator] and Pol kappa inh 1%.
For NC(=O)C1CCN(C(=O)c2ccc3c(=O)n(Cc4ccco4)c(SCC(=O)c4ccccc4)nc3c2)CC1 the results were APE1 inh 1%, ERG-DNA inh -2%, TRHR ag -1.0, BLM helicase inh -7%, POLI inh 142%[activator], 12-LOX inh 7%, POLB inh 19%, Pol kappa inh -14% and Anesthetic bind -20%.
`Cc1ccc(CSc2ncnc3ccccc23)cc1` gave APE1 inh 3%, ERG-DNA inh 3%, TRHR ag -0.3, BLM helicase inh -11%, POLI inh -25%, 12-LOX inh 9%, POLB inh -6%, Pol kappa inh -18% and Anesthetic bind inconclusive.
For COc1ccc(CN2CC(C(=O)NCCCN3CCCCCC3)CC2=O)cc1 (configuration not stated) the results were APE1 inh 2%, ERG-DNA inh -4%, TRHR ag 2.5, BLM helicase inh 0%, POLI inh 10%, 12-LOX inh 3%, POLB inh -15%, Pol kappa inh 3% and Anesthetic bind -15%.
CN(C(=O)c1cccc(NC(=O)Cc2ccc(NC(=O)C3CCCN(C(=O)C4CCCCC4)C3)cc2)c1)C1CCCC1 (configuration not stated) was read as ERG-DNA inh -8%, POLI inh -5%, 12-LOX inh 0% and Pol kappa inh -10%.
Screening CCC(=O)Nc1cc2c3c(c1)CCN3C(=O)CC2 returned APE1 inh 25%, ERG-DNA inh 0%, TRHR ag 0.2, BLM helicase inh -2%, POLI inh inconclusive, 12-LOX inh -6%, POLB inh 38%, Pol kappa inh 79µM* and Anesthetic bind -2%.
For S=C(NCc1ccc(Cl)cc1)Nc1ccccc1 the results were APE1 inh -1%, ERG-DNA inh 0%, TRHR ag -0.2, BLM helicase inh 1%, POLI inh 3%, 12-LOX inh inconclusive, POLB inh 5%, Pol kappa inh -5% and Anesthetic bind 6%.
`COc1cccc(/C=C/C(=O)OCC(=O)N2CCN(S(=O)(=O)c3ccc(Cl)cc3)CC2)c1` gave APE1 inh 34%, ERG-DNA inh -4%, TRHR ag 2.2, BLM helicase inh -1%, POLI inh 12%, 12-LOX inh -16%, POLB inh inconclusive, Pol kappa inh -5% and Anesthetic bind -7%.
CCn1c(N)c(C(N)=O)sc1=S was read as APE1 inh 3%, ERG-DNA inh 6%, TRHR ag 0.0, BLM helicase inh 0%, POLI inh 6%, 12-LOX inh inconclusive, POLB inh inconclusive, Pol kappa inh -4% and Anesthetic bind -1%.
`CCc1ccc(C(=O)NC(=S)Nc2ccc(N3CCOCC3)cc2)cc1` gave APE1 inh -2%, ERG-DNA inh -1%, TRHR ag 0.1, BLM helicase inh -7%, POLI inh 9%, 12-LOX inh 22µM*, POLB inh -27%, Pol kappa inh -1% and Anesthetic bind -9%.

4 compounds picked at random from those above, as already listed:
For COc1ccc(CN2CC(C(=O)NCCCN3CCCCCC3)CC2=O)cc1 (configuration not stated) the results were APE1 inh 2%, ERG-DNA inh -4%, TRHR ag 2.5, BLM helicase inh 0%, POLI inh 10%, 12-LOX inh 3%, POLB inh -15%, Pol kappa inh 3% and Anesthetic bind -15%.
CN(C(=O)c1cccc(NC(=O)Cc2ccc(NC(=O)C3CCCN(C(=O)C4CCCCC4)C3)cc2)c1)C1CCCC1 (configuration not stated) was read as ERG-DNA inh -8%, POLI inh -5%, 12-LOX inh 0% and Pol kappa inh -10%.
`Cc1ccc(CSc2ncnc3ccccc23)cc1` gave APE1 inh 3%, ERG-DNA inh 3%, TRHR ag -0.3, BLM helicase inh -11%, POLI inh -25%, 12-LOX inh 9%, POLB inh -6%, Pol kappa inh -18% and Anesthetic bind inconclusive.
CCn1c(N)c(C(N)=O)sc1=S was read as APE1 inh 3%, ERG-DNA inh 6%, TRHR ag 0.0, BLM helicase inh 0%, POLI inh 6%, 12-LOX inh inconclusive, POLB inh inconclusive, Pol kappa inh -4% and Anesthetic bind -1%.

Further results:
For O=C(CN1C(=O)NC2(CCCc3ccccc32)C1=O)N1CCN(c2cccc(C(F)(F)F)c2)CC1 (configuration not stated) the results were APE1 inh 11%, ERG-DNA inh 9%, TRHR ag 0.1, POLI inh 6%, 12-LOX inh -8% and Pol kappa inh 0%.
Screening COc1ccc(/C=N/NC(=O)c2ccc(F)cc2)cc1CN1CCc2cc(OC)c(OC)cc2C1C (configuration not stated) returned APE1 inh -8%, ERG-DNA inh -1%, TRHR ag -0.3, BLM helicase inh -1%, POLI inh -4%, 12-LOX inh 10%, POLB inh 6%, Pol kappa inh -17% and Anesthetic bind -4%.
CCN(CC)CCCN(C(=O)c1ccc(F)cc1)c1nc(-c2ccc(OC)cc2)cs1 was read as APE1 inh -1%, ERG-DNA inh 5%, TRHR ag 0.8, BLM helicase inh 2%, POLI inh 13%, 12-LOX inh inconclusive, POLB inh -23%, Pol kappa inh -5% and Anesthetic bind 1%.
COc1cc(C)ccc1OCCCCNCc1ccccc1 was read as APE1 inh 4%, ERG-DNA inh 4%, TRHR ag 0.2, BLM helicase inh -9%, POLI inh 18%, 12-LOX inh inconclusive, POLB inh 17%, Pol kappa inh -17% and Anesthetic bind -10%.
COc1ccc(N2CCN(/C(=N\S(=O)(=O)c3ccc(C)cc3)Nc3nc(C)cc(C)n3)CC2)cc1 was read as APE1 inh -4%, ERG-DNA inh -5%, TRHR ag -0.9, BLM helicase inh -1%, POLI inh 1%, 12-LOX inh -3%, POLB inh -1%, Pol kappa inh -4% and Anesthetic bind -16%.
CCn1cc(C(=O)OCC(=O)Nc2ccccc2OC(F)F)c(=O)c2ccc(C)nc21 was read as APE1 inh 21%, ERG-DNA inh -4%, POLI inh -20%, 12-LOX inh -9% and Pol kappa inh -10%.
Screening Cn1c(SCC(=O)CC(=O)Nc2ccccc2)nnc1-c1ccc(O)cc1 returned APE1 inh -11%, TRHR ag 0.1, BLM helicase inh -9%, POLI inh inconclusive, 12-LOX inh -8%, POLB inh 40%, Pol kappa inh -5% and Anesthetic bind 5%.
Screening Cc1c(NC(=S)N/N=C/c2ccc([N+](=O)[O-])cc2O)c(=O)n(-c2ccccc2)n1C returned APE1 inh -7%, ERG-DNA inh 4%, TRHR ag -0.8, BLM helicase inh -1%, POLI inh inconclusive, 12-LOX inh -9%, POLB inh 30%, Pol kappa inh -16% and Anesthetic bind 2%.
Screening COc1cccc(C(=O)NNC(=O)C(=O)Nc2ccc(OC)cc2OC)c1 returned APE1 inh 51%[activator], ERG-DNA inh -5%, TRHR ag 0.6, BLM helicase inh -2%, POLI inh 45%[activator], 12-LOX inh 10%, POLB inh 12%, Pol kappa inh -6% and Anesthetic bind 1%.
For O=C(Nc1ccc(Cl)cc1)N1CCCN(Cc2ccccc2F)C1 the results were APE1 inh -4%, ERG-DNA inh -18%, TRHR ag 0.2, BLM helicase inh -2%, POLI inh 4%, 12-LOX inh -26%, POLB inh -4%, Pol kappa inh -8% and Anesthetic bind -18%.
O=C(NCCS(=O)(=O)NC1CCCC1)c1ccccc1 was read as APE1 inh 1%, ERG-DNA inh 7%, TRHR ag -0.7, POLI inh 38%[activator], 12-LOX inh -17% and Pol kappa inh 10%.
`c1ccc(C(c2ccccc2)N2CCN(Cc3nc(-c4cnccn4)no3)CC2)cc1` gave APE1 inh -2%, ERG-DNA inh 1%, TRHR ag -0.5, BLM helicase inh -5%, POLI inh 7%, 12-LOX inh 0%, POLB inh 0%, Pol kappa inh 10% and Anesthetic bind -13%.
CCCSc1nc(O)c(C(c2ccc(OC)c(O)c2)c2c(O)nc(SCCC)n(C)c2=O)c(=O)n1C was read as APE1 inh -2%, ERG-DNA inh 7%, TRHR ag 1.5, BLM helicase inh -4%, POLI inh 106%[activator], 12-LOX inh inconclusive, POLB inh inconclusive, Pol kappa inh -3% and Anesthetic bind 6%.
`CCc1noc(C)c1C(=O)OCC(=O)Nc1ccc2c(c1)OCO2` gave APE1 inh -4%, ERG-DNA inh -2%, POLI inh 18%, 12-LOX inh -2% and Pol kappa inh 1%.
Screening COc1ccc(C(CNC(=O)c2cc(S(=O)(=O)N3CCCC3)ccc2Cl)N2CCCC2)cc1 (configuration not stated) returned APE1 inh 2%, ERG-DNA inh -16%, TRHR ag -0.3, POLI inh 1%, 12-LOX inh 0% and Pol kappa inh -9%.
`CCOC(=O)N1CCN(C(=O)Cc2c(C(=O)O)n(C)c3ccccc23)CC1` gave APE1 inh -1%, ERG-DNA inh 2%, TRHR ag 0.8, BLM helicase inh -9%, POLI inh 48%[activator], 12-LOX inh -4%, POLB inh 2%, Pol kappa inh 7% and Anesthetic bind 2%.
Screening CCCCCc1cccnc1 returned APE1 inh -3%, ERG-DNA inh 0%, TRHR ag -1.5, BLM helicase inh 1%, POLI inh 4%, 12-LOX inh 19%, POLB inh -2%, Pol kappa inh 14% and Anesthetic bind 33%[activator].
Screening CCOC(=O)Cn1c(=O)cnc2ccccc21 returned APE1 inh 1%, ERG-DNA inh -6%, TRHR ag 0.9, BLM helicase inh -1%, POLI inh 6%, 12-LOX inh 0%, POLB inh 22%, Pol kappa inh -5% and Anesthetic bind -3%.
For Cc1ccc(-n2cccc2/C=C2\C(=N)N3N=C(C(C)C)SC3=NC2=O)cc1 the results were APE1 inh -9%, ERG-DNA inh 8%, TRHR ag -0.3, BLM helicase inh -15%, POLI inh 12%, 12-LOX inh -22%, POLB inh 28µM*, Pol kappa inh -11% and Anesthetic bind -23%.

Source: PubChem BioAssay (National Center for Advancing Translational Sciences (NCATS))
